# Bioassay records deposited in PubChem by Sanford-Burnham Center for Chemical Genomics.
# ATG4B inhibitor = ATG4B protease inhibitors, primary screen, biochemical, fluorescence, uHTS. AID 504462, 2011. Cysteine protease ATG4B (Homo sapiens), Q9Y4P1. ATG4B cleavage of LC3-PLA2, NBD-HPC fluorescence, 1 h. inhibition, % at 8.33 µM. actives 0.51% (n = 340,000); in the data active means inhibition above about 40%
# Target sequence (Q9Y4P1 whole entry, looked up): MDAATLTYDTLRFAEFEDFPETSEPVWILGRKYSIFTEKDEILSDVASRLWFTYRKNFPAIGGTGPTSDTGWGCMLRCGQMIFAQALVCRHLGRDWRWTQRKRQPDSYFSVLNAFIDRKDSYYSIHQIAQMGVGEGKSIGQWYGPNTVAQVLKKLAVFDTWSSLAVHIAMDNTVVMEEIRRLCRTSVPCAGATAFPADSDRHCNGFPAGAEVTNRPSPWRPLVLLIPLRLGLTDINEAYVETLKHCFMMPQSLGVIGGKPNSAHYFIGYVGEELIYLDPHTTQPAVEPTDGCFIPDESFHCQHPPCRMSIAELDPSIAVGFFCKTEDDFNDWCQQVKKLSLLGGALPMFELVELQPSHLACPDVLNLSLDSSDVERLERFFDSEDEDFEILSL
# NLRP3 yeast inh = NALP3 inflammasome inhibitors in reconstituted yeast, primary screen, luminescence, uHTS; Yeast reconstituted NLRP3/ASC/caspase-1, beta-gal luminescence, 24 h; inhibition, % at 10 µM; actives 0.39% (n = 330,000);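 active means inhibition of 50% or more; inactive means inhibition below 50%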;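 further: plate controls were induced DMSO wells for no effect and uninduced yeast grown without galactose for full effect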
# hIAP block = human IAP inhibitors, primary screen, biochemical, luminescence, uHTS; Intestinal-type alkaline phosphatase (Homo sapiens), P09923; purified IAP, CDP-Star luminescence, 30 min; inhibition, % at 10 µM; actives 0.12% (n = 330,000); AID 2544, 2010;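 active means inhibition reaching a set limit with compound at 10 µM in the primary screen, cut at about 35% in these data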;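 further: plate controls were DMSO wells with enzyme for no effect and no-enzyme buffer wells for full effect; values of inactives mirror those of a sister screen read the other way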
# Target sequence (P09923 whole entry, looked up): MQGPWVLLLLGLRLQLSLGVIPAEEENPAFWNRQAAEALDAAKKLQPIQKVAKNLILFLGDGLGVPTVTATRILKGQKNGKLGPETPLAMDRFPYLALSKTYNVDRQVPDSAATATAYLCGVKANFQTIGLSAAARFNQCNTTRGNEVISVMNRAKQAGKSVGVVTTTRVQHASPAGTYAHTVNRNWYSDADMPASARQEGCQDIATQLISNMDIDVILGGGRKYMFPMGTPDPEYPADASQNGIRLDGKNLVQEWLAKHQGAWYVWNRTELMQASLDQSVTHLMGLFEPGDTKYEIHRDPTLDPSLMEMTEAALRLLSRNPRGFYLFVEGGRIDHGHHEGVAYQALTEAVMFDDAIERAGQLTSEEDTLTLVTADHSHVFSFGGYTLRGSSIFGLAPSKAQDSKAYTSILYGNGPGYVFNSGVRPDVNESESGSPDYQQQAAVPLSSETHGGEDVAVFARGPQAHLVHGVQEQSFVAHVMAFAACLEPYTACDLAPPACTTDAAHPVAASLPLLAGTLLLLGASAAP
# tim10-1 inh = growth inhibitors of tim10-1 mutant yeast, primary screen, luminescence, uHTS | actives 2.2% (n = 330,000) | S. cerevisiae tim10-1 ts strain growth, BacTiter-Glo, 24 h | inhibition, % at 20 µM;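 active means inhibition of at least 40%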;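 further: mutant grown at 25 °C; 0% = DMSO wells with yeast and 100% = wells holding no yeast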
# TIM10 inh = growth inhibitors of isogenic TIM10 control yeast, primary screen, counter-screen for tim10-1 yeast inhibitor project, luminescence, uHTS | actives 1.4% (n = 330,000) | inhibition, % at 10 µM | S. cerevisiae TIM10 strain growth, BacTiter-Glo luminescence, 24 h | AID 463195, 2010;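 active means inhibition of 40% or more at the single tested concentration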;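 further: wild-type TIM10 isogenic control strain grown at permissive 25 °C; 0% = DMSO yeast wells and 100% = minimal medium wells without yeast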
# hIAP act = human IAP activators, primary screen, biochemical, luminescence, uHTS | Intestinal-type alkaline phosphatase (Homo sapiens), P09923 | purified human IAP, CDP-Star luminescence, 30 min; hits give high values; 1 = vehicle-only enzyme, 0 = enzyme-free background | activation factor at 10 µM | actives 0.16% (n = 330,000) | AID 2524, 2010;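 active means activation factor of the enzyme at least 2-fold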; further: the source names both 10 and 20 µM as test concentration; values of inactives mirror those of a sister screen read the other way
# Apaf-1 inh = inhibitors of human Apaf-1 apoptosome, primary screen, biochemical, DEVD-Rh110 fluorescence, uHTS; inhibition, % at 20 µM; reconstituted apoptosome caspase-3 activity; actives 0.71% (n = 330,000); Apoptotic protease-activating factor 1 (Homo sapiens), O14727; active means inhibition of at least 40% at 20 µM;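 further: plate controls were DMSO wells for no effect and DEVD-CHO caspase inhibitor wells for full effect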
#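 Assay system: Apoptosome proteins | Medium: pH 7.5 Hepes buffer with CHAPS, BSA, DTT | Also added: Cytochrome c and DEVD-Rh110 substrate | Times: 30 min plus 50 min, RT | Detection: Rhodamine 110 fluorescence at Ex 480/Em 540 nm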
# mIAP activ = activators of mouse IAP, primary screen, biochemical, luminescence, uHTS; muIAP, CDP-Star luminescence, 30 min; hits give high values; 1 = vehicle-only enzyme signal, 0 = enzyme-free wells; intestinal alkaline phosphatase [Mus musculus]; activation factor at 10 µM; AID 2805, 2010; actives 0.24% (n = 330,000);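 active means activation factor of at least 2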; further: the source names both 10 and 20 µM as test concentration; values of inactives mirror those of a sister screen read the other way
#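 System: mouse IAP enzyme. Reagent: CDP-Star chemiluminescent phosphatase substrate. Benchmarks: DMSO wells, no-enzyme wells. Times: 30 min enzyme-substrate-compound incubation at room temperature. Detection: luminescence from enzymatic CDP-Star hydrolysis. Doses: test compounds delivered from DMSO solution.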
# mIAP inh = inhibitors of mouse IAP, primary screen, biochemical, luminescence, uHTS | purified mouse IAP, CDP-Star luminescence, 30 min | inhibition, % at 10 µM | actives 0.2% (n = 330,000) | intestinal alkaline phosphatase [Mus musculus];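 active means inhibition of at least 40% at 10 µM in the primary screen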;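 further: plate controls were DMSO with enzyme for no effect and no enzyme wells for full effect; values of inactives mirror those of a sister screen read the other way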
# Active calls of the source: *; . = no result given.
SMILES,ATG4B inhibitor,NLRP3 yeast inh,hIAP block,tim10-1 inh,TIM10 inh,hIAP act,Apaf-1 inh,mIAP activ,mIAP inh
COc1cccc(C2C(C(=O)c3cc4ccccc4o3)=C(O)C(=O)N2CCN(C)C)c1OC (centres undefined),3,5,-10,-9,-7,1.1,0,0.98,2
CCOC(=O)c1ccc(NC(=O)C23CCC(C)(C(=O)O2)C3(C)C)cc1 (centres undefined),-2,16,2,22,11,0.98,1,1.1,-7
COCC(=O)NC1CC2CCC(C1)N2C(=S)Nc1ccccc1C(=O)OC (centres undefined),2,1,-4,-14,-1,1,9,1,-4
COc1ccc(NC2CCCN(C(=O)CN3CCOC3=O)C2)cc1OC (centres undefined),6,-6,16,13,0,0.84,-9,0.97,3
CCOC(=O)CC1=CC(=O)Nc2ccccc2N1,-10,-8,1,-5,-6,0.99,-7,1.2,-15
COc1ccc(CCNC2CC(=O)N(C)C2=O)cc1OC (centres undefined),-3,-12,19,7,0,0.81,-18,1,-1
Cc1ccc(S(=O)(=O)Nc2ccc(C(=O)Nc3cc(C)on3)cc2)cc1,2,-1,3,5,5,0.97,4,1,-1
CC(C)N(C(=O)[C@H]1C[C@H](CC(=O)NC(C)(C)C)C(=O)N2CCc3c([nH]c4cc(-c5ccco5)ccc34)[C@]12C)C(C)C,.,.,.,17,7,.,29,1,-1
CC(C)(C)NC(=O)N1CCN(S(=O)(=O)c2ccc3c(c2)CCC3)CC1,5,17,-14,17,14,1.1,14,1,-4
CCOC(=O)C1(CCCc2ccccc2)CCN(S(=O)(=O)N(C)C)CC1,6,16,-11,1,-8,1.1,3,0.96,4
COc1ccc2c(c1)[nH]c1c(Cl)ncnc12,3,9,-7,19,17,1.1,-12,0.93,7
CCN(CC)C(=O)c1ccc(Nc2nnc(C)c3ccccc23)cc1,-5,4,10,14,5,0.9,-10,1.1,-6
CCOC(=O)c1c(C)[nH]c(C)c1C(=O)COC(=O)Cc1ccc(OC)c(OC)c1,0,10,5,3,-7,0.95,-7,0.97,3
Cc1cccc(OCCC(=O)Nc2nnc(C)s2)c1,-14,11,-6,16,3,1.1,-3,1.1,-6
COc1ccc(CCNC(=O)c2cc(S(=O)(=O)N3CCOCC3)cn2C)cc1OC,-11,-9,0,2,2,1,8,1.1,-10
CC(C)(C)C(=O)N1CCN(c2nc3ccccc3s2)CC1,-4,23,-16,47*,2,1.2,-2,1,-1
Cc1ccc(-c2cc(-c3cccs3)[nH]n2)c(O)c1,-8,25,1,15,35,0.99,28,1.1,-5
O=C(Cn1nnc2ccccc2c1=O)Nc1ccc(S(=O)(=O)N2CCOCC2)cc1,-3,-7,-7,13,3,1.1,-8,1.1,-8
Cc1ccc(OC(=O)CCc2c(C)nc3ncnn3c2C)cc1,2,15,2,12,-4,0.97,0,0.98,2
CCNC(=O)NC(=O)C(C)Sc1nc2ccccc2c(=O)n1-c1cccnc1 (centres undefined),-3,17,5,-19,12,0.95,-6,1,0
Cc1cc(C2=NNC(=NC3CC3)SC2)c(C)n1-c1ccccc1F,-13,9,-12,-104,-219,1.1,8,0.86,14
CC(=O)Nc1ccc(S(=O)(=O)N(Cc2cccnc2)Cc2cc3ccccc3[nH]c2=O)cc1,2,-6,6,14,12,0.94,9,0.99,1
Cc1ccc(CN2C(=O)c3ccccc3NC2c2ccccn2)cc1 (centres undefined),0,19,5,0,9,0.95,7,0.98,2
O=C1c2ccccc2C(=O)N1CCCCSc1nnc2ccccn12,-1,-9,9,-4,-1,0.91,0,0.97,2
O=C(CC1(O)C(=O)Nc2ccccc21)c1ccc2c(c1)OCO2 (centres undefined),7,3,-18,0,5,1.2,-12,0.97,3
COc1ccc(N2CCN(C(=O)c3cccnc3SCc3cccc(Br)c3)CC2)cc1,-4,0,0,20,30,1,11,1,0
Cc1cccc(S(=O)(=O)N2CCN(Cc3ccc4c(c3)OCO4)CC2)c1,-4,10,4,12,15,0.96,3,0.84,16
CCCCCCCCC1=NCCc2c1[nH]c1ccccc21,9,19,16,38,45*,0.84,23,1.1,-8
Cc1ccc(NC(=S)N(CCCN2CCOCC2)Cc2cccnc2)cc1C,0,10,-26,9,-31,1.3,-7,0.9,10
CC(C)(C)NS(=O)(=O)c1ccc(CCC(=O)NCc2ccccn2)cc1,-5,8,-22,-13,2,1.2,-8,0.94,6
COc1ccc(C(=O)O/N=C(\C)c2ccccc2)cc1,-2,48,2,19,29,0.98,6,0.99,1
COc1ccc(CCNC(=O)CSCc2c(F)cccc2Cl)cc1OC,-1,3,-10,15,-17,1.1,-5,1,0
Cc1ccc(S(=O)(=O)N2CCCCC2)cc1NC(=O)C1CC(=O)N(Cc2ccco2)C1 (centres undefined),0,5,-12,-15,-2,1.1,12,1,-4
CC1CCc2sc(C(=O)OCC(=O)NC(C)C)cc2C1 (centres undefined),-6,6,7,-2,-21,0.93,-2,1,-1
N#Cc1c(SCC(N)=O)nsc1SCc1ccc(Cl)cc1,32,7,8,27,20,0.92,2,0.93,7
CCCc1ccc(C(=O)CCC(=O)O)cc1,-9,11,9,6,8,0.91,-5,1,-2
CC1CCCC(C)N1C(=O)COC(=O)Cc1c[nH]c2ccccc12 (centres undefined),-2,12,2,14,11,0.98,7,1.1,-5
O=c1oc2cccnc2n1CCS(=O)(=O)c1ccc(F)cc1,3,9,-6,1,9,1.1,-13,0.93,7
COCCNC(=O)c1ccc2c(=O)n(Cc3ccco3)c(SCC(=O)NC3CCCCC3)nc2c1,-7,4,20,10,7,0.8,2,0.92,8
COc1cccc2cc(-c3ccccc3)c(=O)oc12,2,54*,12,-15,8,0.88,-7,0.97,3
O=C(O)CSCC(=O)N1CCCN(c2nccc(C(F)(F)F)n2)CC1,-10,15,-9,-7,15,1.1,-2,1,-3
CC(C)(C)c1ccc(/C=N/Nc2cccc(C(=O)O)c2)cc1,-2,9,3,18,15,0.97,8,1,-2
CCNC(=S)N=Nc1c(O)[nH]c2ccc(C(C)C)cc12,-9,26,-56,32,41*,1.6,5,0.86,14
CCCC(C)NC(=O)/C=C/c1cccc([N+](=O)[O-])c1 (centres undefined),-6,18,5,2,-9,0.95,-11,0.94,6
CCN(CC)S(=O)(=O)c1ccc2c(c1)c(=O)c(C(=O)NCCOC)cn2C,-3,4,-12,11,9,1.1,-7,0.98,2
NS(=O)(=O)c1cccc(Nc2nc3ccccc3nc2NS(=O)(=O)c2ccc(Cl)cc2)c1,-11,24,-1,6,7,1,4,0.79,22
CCSc1nnc(NC(=O)C(CC)(C(F)(F)F)C(F)(F)F)s1,1,19,10,13,3,0.9,9,0.95,5
O=C(CCCNS(=O)(=O)c1cccs1)N1CCc2ccccc2C1,-14,6,7,11,-1,0.93,17,0.94,6
O=C(CC1C(=O)NCCN1Cc1ccoc1)NCCCn1ncc2ccccc21 (centres undefined),-9,15,13,16,-5,0.87,12,1,0
COCC(=O)N(C)c1nnc(-c2cnccn2)s1,-13,3,12,-6,-3,0.88,5,1.1,-8
COc1cc(NC(=O)c2cc3ccccc3o2)c(OC)cc1Br,-3,9,-11,-9,-4,1.1,4,0.89,11
COc1ccc(CCN(Cc2cccs2)S(=O)(=O)c2ccc(C(=O)O)cc2)cc1OC,-4,13,-13,-6,-2,1.1,11,1.1,-9
O=S(=O)(N/N=C/c1ccc2c(c1)OCO2)c1ccc(Br)cc1,2,-26,-8,20,15,1.1,13,1,-3
CCc1cccc(NC(=O)CSCc2cc(=O)[nH][nH]2)c1,1,10,-30,15,9,1.3,5,1,0
CC(Cc1c[nH]c2ccccc12)NC(N)=O (centres undefined),16,14,-10,-5,-6,1.1,4,1.1,-5
CC(C)c1ccc(/C=N/Nc2ccc(C(=O)O)cc2)cc1,15,17,-1,11,19,1,1,0.96,4
O=C(OCc1nc2ccccc2[n+]([O-])c1C(=O)c1ccccc1)c1cccnc1,0,13,-6,21,22,1.1,-17,0.98,2
CC1(C)C(=O)N(CCN2CCC(C(=O)c3ccc(F)cc3)CC2)c2ccccc21,-6,34,3,5,4,0.97,0,1,-4
Cc1cccc(C(=O)Nc2cc(=O)n(C)c(=O)n2C)c1,-1,21,-8,-4,6,1.1,-1,0.99,1
CCOC(=O)C(C)(C)Sc1nc2c(cnn2-c2ccc(F)cc2)c(=O)[nH]1,7,2,-4,10,15,1,3,1,-3
